Source: PubChem BioAssay (NMMLSC)
RPL19A TOR yeast: yeast TOR pathway RPL19A-GFP modulation; S. cerevisiae RPL19A-GFP strain, flow cytometry, 3 h; hits give low values; percent response vs DMSO, % at 10 µM; 330,000 compounds, 0.3% hits; AID 2025;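 active = percent response vs DMSO below 50%; inconclusive = fewer than 70 events counted for the yeast strain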;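 also: median channel GFP fluorescence of the barcoded RPL19A-GFP strain; ratio of sample median GFP to plate DMSO average so 100% = DMSO; lower means less RPL19A-GFP as with rapamycin TOR inhibition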
LAP4 TOR yeast: modulators of TOR pathway LAP4-GFP in S. cerevisiae | S. cerevisiae LAP4-GFP multiplex, flow cytometry GFP, 3 h; median GFP as percent of DMSO wells | GFP response vs DMSO, % at 10 µM | 320,000 compounds, 0.34% hits | AID 2023;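 active = GFP response vs DMSO above a set limit, about the screen mean plus 3 SD, cut at about 150% in these data; inconclusive = under 70 cell events counted for the yeast strain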
VLA-4 inh: inhibition in a human VLA-4 binding assay | 330,000 compounds, 0.2% hits | inhibition, % (about 7 µM as worked out from the volumes in the protocol) | VLA-4 expressing cells, ligand binding flow cytometry | P13612 | AID 2557; in the data active = inhibition above about 50%
Target sequence (P13612 whole entry, looked up): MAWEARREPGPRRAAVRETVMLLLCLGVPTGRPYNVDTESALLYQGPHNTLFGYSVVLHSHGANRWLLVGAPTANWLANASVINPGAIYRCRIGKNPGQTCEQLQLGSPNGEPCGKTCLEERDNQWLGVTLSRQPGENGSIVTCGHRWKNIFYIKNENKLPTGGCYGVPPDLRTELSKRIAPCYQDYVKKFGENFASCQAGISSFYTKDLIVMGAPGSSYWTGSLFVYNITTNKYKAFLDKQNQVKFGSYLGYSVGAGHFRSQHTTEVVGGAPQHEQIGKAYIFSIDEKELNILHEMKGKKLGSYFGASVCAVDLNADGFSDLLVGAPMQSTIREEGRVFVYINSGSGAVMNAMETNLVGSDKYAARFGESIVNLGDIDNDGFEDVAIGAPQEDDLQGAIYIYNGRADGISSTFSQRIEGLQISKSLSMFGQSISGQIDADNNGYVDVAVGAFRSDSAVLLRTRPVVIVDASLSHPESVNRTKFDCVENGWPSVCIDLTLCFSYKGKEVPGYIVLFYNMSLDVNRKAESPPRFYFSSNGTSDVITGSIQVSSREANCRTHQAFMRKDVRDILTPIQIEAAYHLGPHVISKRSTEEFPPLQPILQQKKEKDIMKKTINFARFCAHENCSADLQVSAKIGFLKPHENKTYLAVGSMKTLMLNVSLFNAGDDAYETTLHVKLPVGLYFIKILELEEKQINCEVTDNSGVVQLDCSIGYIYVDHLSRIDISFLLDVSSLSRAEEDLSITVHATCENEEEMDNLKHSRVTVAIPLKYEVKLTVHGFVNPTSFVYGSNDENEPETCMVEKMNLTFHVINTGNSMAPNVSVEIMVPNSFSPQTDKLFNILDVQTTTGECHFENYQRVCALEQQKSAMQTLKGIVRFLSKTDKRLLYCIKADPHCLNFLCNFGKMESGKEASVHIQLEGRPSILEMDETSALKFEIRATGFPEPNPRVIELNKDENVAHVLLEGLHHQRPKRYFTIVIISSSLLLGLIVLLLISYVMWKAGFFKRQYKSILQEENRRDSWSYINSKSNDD
CIT2 TOR yeast: yeast TOR pathway CIT2-GFP modulation; S. cerevisiae CIT2-GFP strain, flow cytometry, 3 h; 100 means same as DMSO wells; GFP response vs DMSO, % at 10 µM; 320,000 compounds, 0.065% hits; AID 2029;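 active = GFP response relative to DMSO above a set limit, near the screen mean plus 3 SD, cut at about 150% in these data; inconclusive = Fewer than 70 cells measured for a yeast strain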;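 also: ratio of well median GFP fluorescence to mean of DMSO wells on the plate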
AGP1 TOR yeast: alters AGP1-GFP fluorescence in TOR pathway yeast screen; S. cerevisiae AGP1-GFP multiplex flow cytometry, 3 h; GFP as percent of DMSO wells; GFP response vs DMSO, % at 10 µM; AID 2066; 320,000 compounds, 0.02% hits;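 active = GFP response relative to DMSO above a set limit, near screen average plus 3 SD, cut at about 150% in these data; inconclusive = fewer than 70 cells counted for the yeast strain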;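 also: median GFP channel fluorescence of the gated AGP1 strain per well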
Yeast superoxide: caloric restriction mimetics inhibiting age-related superoxide in yeast | S. cerevisiae aged cells, superoxide DHE fluorescence; hits give low values | superoxide response (% of plate mean), % at 10 µM | 330,000 compounds, 0.18% hits;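 active = superoxide response under a set limit, about three screen SD below normal, cut at about 65% in these data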;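 also: yeast aged for seven days with compound at 30 °C before DHE staining; 100% = average MFI of all compound-treated wells on the plate with controls excluded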
GRK2 inh: inhibitors of human GRK2 displacing RNA aptamer | inhibition of aptamer binding, % at 10 µM | bead flow cytometry, FAM-aptamer displacement from GRK2 | 330,000 compounds, 0.59% hits | P25098 | AID 488847;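 active = inhibition of aptamer binding above 40%, roughly 3 SD of noise, on plates passing a quality check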;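 also: median bead fluorescence of bound FAM aptamer so fluorescent compounds give negative values; no value below 0 was filed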
MEP2-GFP yeast: yeast TOR pathway MEP2-GFP modulation; S. cerevisiae MEP2-GFP strain, flow cytometry GFP, 3 h; 100% = DMSO control level; GFP response vs DMSO, % at 10 µM; 330,000 compounds, 0.51% hits; AID 2016;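 active = GFP response versus DMSO above a set limit, roughly screen mean plus 3 SD, cut at about 180% in these data; inconclusive = fewer than 70 cells counted for a yeast strain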;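 also: median GFP fluorescence of the barcode-gated MEP2-GFP cells per well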
* = called active by the depositor; ? = inconclusive; / = not tested or not shown; [ ] = another dose, or the depositor's remark.

SMILES	RPL19A TOR yeast	LAP4 TOR yeast	VLA-4 inh	CIT2 TOR yeast	AGP1 TOR yeast	Yeast superoxide	GRK2 inh	MEP2-GFP yeast
CC(C)N(CCO)Cc1nc(C(c2ccccc2)c2ccccc2)no1	102	88	-15	108	98	97	1	108
O=C(CN1CCN(C(=O)CNC(=O)c2ccc3c(c2)OCO3)CC1)Nc1cccc(F)c1	99	104	-2	102	105	135	2	103
COc1ccc(C23CC4CC(CC(C(=O)O)(C4)C2)C3)c(F)c1	107	96	3	87	93	80	0	104
CCN(CC(=O)N1CCOCC1)S(=O)(=O)c1cc(Cl)ccc1Cl	105	106	-1	101	97	94	7	107
CCOc1ccc(N2C(=O)c3ccc(C(=O)OCc4c(C)noc4C)cc3C2=O)cc1	102	99	49	105	111	116	2	105
O=C(Nc1ccccc1)c1ccc(C(=O)Nc2ccccc2)nc1	96	100	12	88	101	115	2	104
CC(=O)N1CN(C2CC(C)(C)NC(C)(C)C2)Cc2c1sc1c2CCCC1	107	109	-1	105	101	95	0	112
O=C(CN1CCN(S(=O)(=O)c2ccc3ccccc3c2)CC1)N1CCc2ccccc2C1	95	101	-2	102	98	109	2	101
COc1cccc(CN2CCSCC2)c1	105	98	4	110	108	107	1	106
CCc1ccc(NC(=O)c2ccc(-n3cncn3)c([N+](=O)[O-])c2)cc1	99	115	2	105	101	92	2	95
COCc1ccc(CN2CCCC(CCC(=O)NCc3cccc(OC)c3)C2)o1 (stereo unspecified)	97	107	22	100	107	97	0	111
O=C(c1ccc(N2CCN(C(=O)c3ccccc3)CC2)cc1)c1cccc(F)c1	89	114	-5	100	90	105	1	90
CCOC(=O)[C@H]1[C@H]2COc3ccc(C)cc3[C@@H]2N2C(=O)CN(Cc3ccccc3)C(=O)[C@@]12C	97	98	8	99	98	94	0	97
CCCCC1C2=C(CCCC2=O)OC2=C1C(=O)CCC2	108	90	-12	104	98	104	2	96
COCCN1C=C(C(=O)OC)C(c2ccccc2Cl)C(C(=O)OC)=C1	110	105	5	104	100	93	1	99
CCCOc1ccc(C(=O)NC(=S)Nc2nc(C)c(C(=O)N(C)C)s2)cc1	89	114	6	89	97	72	0	101
COc1ccccc1N1CCN(CC(O)COc2ccc3c(c2)OCO3)CC1 (stereo unspecified)	99	95	1	98	101	93	0	107
O=C1c2ccc(Cl)cc2S(=O)(=O)c2cccc(C(=O)N3CCN(c4ncc(Br)cn4)CC3)c21	93	99	-4	106	97	103	1	90
CSc1ccc(C(=O)NCC(=O)O)cc1[N+](=O)[O-]	106	96	-1	102	98	111	6	104
COc1cc(/C=N/NC(=O)NC2CCCCC2)cc(OC)c1O	109	98	0	113	100	89	0	102
CCCc1nc2c(c(=O)c3ccccc3n2C)c(=O)n1C1CCCCCC1	101	103	1	86	95	96	0	96
Cc1ccc(-n2c(SCC(=O)Nc3ccc4c(c3)OCCO4)nnc2-c2ccco2)cc1	89	86	-2	89	88	95	2	94
O=C1COc2ccc(C(=O)CSc3ccccc3C(=O)O)cc2N1	104	103	9	105	79	103	1	102
CCN(CC)CCNC(=O)c1ccc(NC(=O)c2ccc(F)cc2)cc1	?	?	-1	100[may fluoresce red]	?	104	0	?
C=CCC1(CC=C)CCCN1C(=O)c1cc(COc2ccc(C)nc2)on1	97	93	-114	95	98	124	0	86
COc1cccc(-c2cc3nc(-c4ccccc4)cc(N4CCCC(O)C4)n3n2)c1 (stereo unspecified)	99	121	4	93	78	113	1	107
O=C(CCNC(=O)c1ccc(Cl)cc1)Nc1ccncc1	97	107	-9	96	111	82	3	101
N#C/C(=C/c1ccc(N2CCCCCC2)o1)c1ccc(F)cc1	99	142	-56	99	105	94	0	118
NC(=O)c1ccccc1N/C=C/C(=O)c1ccco1	99	102	19	101	98	99	3	106
CCN(CC)S(=O)(=O)c1ccc(Cl)c(OC)c1	117	130	0	106	112	123	3	106
Cc1cc(=O)oc2cc(NC(=O)Cc3ccccc3)ccc12	93	90	-3	112	95	93	1	101
CCOC(=O)Cn1nnnc1CN(Cc1ccc(OC)cc1)Cc1cc2cc(C)ccc2[nH]c1=O	101	92	14	107	102	82	0	104
COc1cc(C)c(CN2CCN(c3ncccn3)CC2)cc1C	99	110	0	93	109	104	/	101
COc1ccc(C(=O)NCC(c2cccs2)N2CCc3ccccc32)cc1OC (stereo unspecified)	99	100	10	93	97	110	0	102
S=C(NC1CCCCC1)N1CCN(Cc2ccccc2)CC1	98	104	8	95	100	113	4	102
CCOC(=O)c1c(NC(=O)C(Sc2ccccc2)c2ccccc2)sc(C(N)=O)c1C (stereo unspecified)	103	100	-13	98	97	88	0	99
COc1cccc(NC(=O)CSc2nc3ccccc3c(=O)n2Cc2cccs2)c1	100	95	1	107	97	98	0	100
COc1ccc(N(C(=O)CNC(=O)c2ccco2)C(C(=O)NC2CCCC2)c2ccncc2)cc1 (stereo unspecified)	100	99	12	99	96	94	0	96
CCCCOc1ccc(CSc2nc(C)[nH]c2[N+](=O)[O-])cc1[N+](=O)[O-]	92	100	6	103	101	100	0	83
CSc1nsc(/C=C/Nc2ccc(O)cc2C)c1C#N	104	94	-18	98	96	107	0	103
COc1ccccc1C1N(c2cc(Cl)ccc2OC)C(=O)C2CCCN21 (stereo unspecified)	100	101	7	107	104	95	0	102
Cc1nn2c(C)c(C(=O)Nc3ccccc3)cnc2c1C#N	101	107	-5	94	104	119	0	106
COc1ccc(N=C2NN=C(c3ccc4c(c3)OCCO4)CS2)cc1	99	103	3	105	116	84	0	103
Cc1cc(NC(=S)NC(=O)C2CC2)ccc1Br	95	116	4	100	93	81	6	99
Cc1ccsc1CN(C)CC(=O)Nc1ccccc1C(=O)NC1CC1	91	107	0	88	100	98	3	101
Cc1ccc(/C=C2/NC(=O)N(Cc3ccccc3F)C2=O)o1	103	103	/	100	103	104	1	106
O=C(Nc1ccccc1C(=O)NCCCN1CCOCC1)c1cccc([N+](=O)[O-])c1	103	101	2	114	102	/	0	102
O=C(NCCOc1ccccc1Cl)c1cc(F)c(F)cc1Cl	93	102	-88	81	91	92	0	96
Cc1cc2oc(=O)cc(CN(C)Cc3cccc(F)c3)c2cc1Cl	98	92	6	104	99	111	0	98
O=C(Cc1cccs1)N(Cc1ccco1)C1(C(=O)NC2CCCCC2)CCCCC1	105	97	12	104	105	100	2	109
O=C(c1ccccn1)N1CCN(S(=O)(=O)c2ccc(F)cc2)CC1	101	107	8	102	108	107	0	107
CCn1c(CNC(=O)c2cccs2)n[nH]c1=S	101	86	3	100	94	110	3	101
Cc1ccc(S(=O)(=O)N2CCN(C(=O)COC(=O)/C=C/c3ccc([N+](=O)[O-])cc3)CC2)c(C)c1	103	98	-9	101	105	103	0	101
O=C(NC1C2CC3CC(C2)CC1C3)c1ccc2c(c1)OCO2 (stereo unspecified)	100	99	3	91	97	99	2	96
FC(F)(F)c1ccccc1NC(=S)NN1CCOCC1	103	95	14	107	108	96	0	97
CCCC1=C(C(=O)OCC)C(c2ccc(N(C)C)cc2)n2ncnc2N1 (stereo unspecified)	102	109	0	109	108	99	0	106
CCC(C)NC(=S)Nc1ccc(C(=O)OC)cc1 (stereo unspecified)	101	105	12	100	98	102	2	104
O=C(O)c1cc2cc(OCc3ccccc3)ccc2[nH]1	96	110	6	99	96	95	4	107
CC(C)C(=O)Nc1ccc(C(=O)NNC(=S)NC(=O)c2cccs2)cc1	102	90	5	105	103	100	0	110
COc1ccccc1NCCC(=O)O	100	103	8	99	102	87	2	101

(next part)
SMILES	RPL19A TOR yeast	LAP4 TOR yeast	VLA-4 inh	CIT2 TOR yeast	AGP1 TOR yeast	Yeast superoxide	GRK2 inh	MEP2-GFP yeast
CCCc1cc(=O)n2[nH]c(-c3ccc(Cl)cc3)cc2n1	?	84[may fluoresce red and violet]	29	?	80[may fluoresce red and violet]	100	0	86[may fluoresce red and violet]
COC(=O)CSc1nnc(-c2ccccc2OC)n1-c1ccc(C)cc1	95	100	1	91	/	105	0	100
CC(C)CNc1cc(=O)n(C)c(=O)n1C	99	98	14	99	100	100	2	99
CC1CCCCN1S(=O)(=O)c1ccc2c(c1)C(C)(C)C(=O)N2C (stereo unspecified)	101	107	22	101	108	103	0	110
COc1ccc(C(=O)Nc2cccc(NC(=O)c3ccc(OC)cc3OC)n2)c(OC)c1	99	105	10	95	103	87	2	98
COc1ccccc1CCNC(=O)c1nc(-c2cccs2)no1	111	107	0	100	106	97	0	108
O=C(C1CCC(CNc2c(N3CCCCC3)c(=O)c2=O)CC1)N1CCN(c2ccccn2)CC1 (stereo unspecified)	100	98	13	95	97	123	7	102
O=C(c1cccc(F)c1)N1CCc2ccccc21	95	102	2	94	97	108	4	99
CC(NC(=O)Nc1nccs1)(C(F)(F)F)C(F)(F)F	95	94	3	92	96	122	0	99
Cc1cccc(C(=O)NNC(=O)C23CC4CC(CC(C4)C2)C3)c1O	93	113	-1	86	98	103	0	82

A draw from above in order of molar mass, lowest first:
SMILES	RPL19A TOR yeast	LAP4 TOR yeast	VLA-4 inh	CIT2 TOR yeast	AGP1 TOR yeast	Yeast superoxide	GRK2 inh	MEP2-GFP yeast
COc1ccccc1NCCC(=O)O	100	103	8	99	102	87	2	101
CC(C)CNc1cc(=O)n(C)c(=O)n1C	99	98	14	99	100	100	2	99
O=C(c1cccc(F)c1)N1CCc2ccccc21	95	102	2	94	97	108	4	99
CCC(C)NC(=S)Nc1ccc(C(=O)OC)cc1 (stereo unspecified)	101	105	12	100	98	102	2	104
O=C(O)c1cc2cc(OCc3ccccc3)ccc2[nH]1	96	110	6	99	96	95	4	107
CCCc1cc(=O)n2[nH]c(-c3ccc(Cl)cc3)cc2n1	?	84[may fluoresce red and violet]	29	?	80[may fluoresce red and violet]	100	0	86[may fluoresce red and violet]
FC(F)(F)c1ccccc1NC(=S)NN1CCOCC1	103	95	14	107	108	96	0	97
CC(NC(=O)Nc1nccs1)(C(F)(F)F)C(F)(F)F	95	94	3	92	96	122	0	99
COc1ccccc1CCNC(=O)c1nc(-c2cccs2)no1	111	107	0	100	106	97	0	108
CC1CCCCN1S(=O)(=O)c1ccc2c(c1)C(C)(C)C(=O)N2C (stereo unspecified)	101	107	22	101	108	103	0	110
CCCC1=C(C(=O)OCC)C(c2ccc(N(C)C)cc2)n2ncnc2N1 (stereo unspecified)	102	109	0	109	108	99	0	106
CC(C)C(=O)Nc1ccc(C(=O)NNC(=S)NC(=O)c2cccs2)cc1	102	90	5	105	103	100	0	110
COc1ccc(C(=O)Nc2cccc(NC(=O)c3ccc(OC)cc3OC)n2)c(OC)c1	99	105	10	95	103	87	2	98
O=C(C1CCC(CNc2c(N3CCCCC3)c(=O)c2=O)CC1)N1CCN(c2ccccn2)CC1 (stereo unspecified)	100	98	13	95	97	123	7	102
